# mcGAS lum – cyclic GMP-AMP synthase inhibitors, mouse, primary biochemical chemiluminescence; inhibition, % at 12.5 µM; recombinant cGAS, Kinase-Glo ATP depletion luminescence; Q8C6L5; 0.15% of 160,000 active; AID 1259399, 2018;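 also: 0% = negative control wells and 100% = reference inhibitor with no enzyme activity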
# NPYLR7 agonist – agonists of mosquito NPYLR7 receptor, primary screen, cell-based, Aedes aegypti, calcium fluorescence, mosquito biting behavior; Aedes aegypti neuropeptide Y-like receptor 7 (NPYLR7); HEK293T NPYLR7/Galpha15, GCaMP6s calcium fluorescence; activation, % at 10 µM; 0.15% of 270,000 active; AID 1259423, 2018; in the data active = activation above about 40%;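 also: 0% = vehicle and 100% = reference agonist at the receptor; some compounds past the cut are filed as inactive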
# hcGAS lum – Primary biochemical luminescence assay for human cyclic GMP-AMP synthase inhibitors | Q8N884 | recombinant h-cGAS, ATP depletion, Kinase-Glo luminescence | inhibition, % at 12.5 µM | 0.081% of 290,000 active;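 also: 0% = vehicle reaction and 100% = reaction without DNA for no activity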
# Target sequence (Q8N884 whole entry, looked up): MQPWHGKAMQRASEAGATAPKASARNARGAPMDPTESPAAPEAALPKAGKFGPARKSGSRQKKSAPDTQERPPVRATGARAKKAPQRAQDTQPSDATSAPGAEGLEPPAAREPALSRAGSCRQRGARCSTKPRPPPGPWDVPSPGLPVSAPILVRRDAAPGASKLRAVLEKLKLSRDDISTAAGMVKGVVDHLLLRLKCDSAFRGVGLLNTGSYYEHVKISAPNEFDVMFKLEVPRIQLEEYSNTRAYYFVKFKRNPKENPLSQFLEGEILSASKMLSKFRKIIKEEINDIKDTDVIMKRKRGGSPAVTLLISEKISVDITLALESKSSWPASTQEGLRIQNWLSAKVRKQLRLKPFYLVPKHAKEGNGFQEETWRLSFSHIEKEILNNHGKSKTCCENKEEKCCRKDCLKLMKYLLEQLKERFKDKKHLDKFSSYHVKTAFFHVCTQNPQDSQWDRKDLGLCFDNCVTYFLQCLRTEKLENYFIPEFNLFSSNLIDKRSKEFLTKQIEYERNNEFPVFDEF
# * = called active by the depositor; · = not tested or not shown; & = joins results of further samples. Rule as the data show it, unless noted: active = inhibition above about 40%; inactive = the rest.
1	O=C(CCC1CCCC1)N1CCN(C(=O)c2cccc(F)c2)CC1
2	CCS(=O)(=O)N1CCc2c(nc(C)nc2N(C)C)C1
3	O=C(Cn1nc2c(c1NC(=O)c1ccc(F)c(F)c1)CSC2)NCCc1ccccc1
4	CCCCC(=O)N1CCN(c2cc(Oc3ccc(F)cc3C)ncn2)CC1
5	CC(=O)N[C@H]1C[C@@H](c2coc(-c3ccccc3)n2)O[C@@H](C2CCCCC2)C1
6	CC(C)N(Cc1nccn1Cc1ccc(Cl)c(Cl)c1)C(=O)C1CCC1
7	CC(C)CC(=O)N1CCN(c2ccc(Nc3ccccc3)nn2)CC1
8	CN(C)C(CC(=O)Nc1ccc(N=Nc2ccccc2)cc1)C(=O)O (stereo not given)
9	O=C1CCC(c2ccc(Br)cc2)=NN1C1CCS(=O)(=O)C1 (stereo not given)
10	Cn1c(=O)c2c(nc3n(CCO)c(-c4cccs4)cn23)n(C)c1=O
assay / entry | 1 | 2 | 3 | 4 | 5 | 6 | 7 | 8 | 9 | 10
mcGAS lum | -5 | · | -4 | -4 | -10 | -5 | -9 | -8 | -3 | ·
NPYLR7 agonist | 12 | 7 | 8 | -12 | -1 | 14 | -2 | -5 | -3 | -1
hcGAS lum | -4 | 0 | -4 | 1 | -5 | -8 | -6 | -5 | 2 | -1

# Reformatted with tabs: entries from further up
No.	compound	mcGAS lum	NPYLR7 agonist	hcGAS lum
5	CC(=O)N[C@H]1C[C@@H](c2coc(-c3ccccc3)n2)O[C@@H](C2CCCCC2)C1	-10	-1	-5
6	CC(C)N(Cc1nccn1Cc1ccc(Cl)c(Cl)c1)C(=O)C1CCC1	-5	14	-8
7	CC(C)CC(=O)N1CCN(c2ccc(Nc3ccccc3)nn2)CC1	-9	-2	-6
8	CN(C)C(CC(=O)Nc1ccc(N=Nc2ccccc2)cc1)C(=O)O (stereo not given)	-8	-5	-5

# Going on with the list:
11	C=CCNc1nnc(SCC(=O)NCc2ccc(Cl)cc2)s1
12	CC(C)N(Cc1nccn1Cc1cccc(F)c1)C(=O)c1ccco1
13	CN(Cc1nccn1C)C(=O)c1cc(CN2CCOCC2)on1
14	O=C(c1ccccn1)C1CCCN(Cc2nc(COc3ccccc3)no2)C1 (stereo not given)
15	CCc1cc(N2CCCC(Cn3cncn3)C2)nc(-c2ccncc2)n1 (stereo not given)
16	c1cc2c(cc1-c1nnc(SCc3nnc(-c4cc5c(s4)CCCC5)o3)o1)OCO2
17	c1ccc(-c2csc(CCn3ccnc3-c3ccncc3)n2)cc1
18	COc1ccccc1/C=N\Nc1nc(N2CCCC2)nc(N2CCCC2)n1
19	CC(C)(C)c1ccc(C2SCC(=O)N2CC2CCN(C(=O)Nc3ccc(C(F)(F)F)cc3)CC2)cc1 (stereo not given)
20	CC(C)(C)c1cc(NC(=O)COc2ccccc2Cc2ccccc2)n(C2CCS(=O)(=O)C2)n1 (stereo not given)
assay / entry | 11 | 12 | 13 | 14 | 15 | 16 | 17 | 18 | 19 | 20
mcGAS lum | · | -7 | -14 | · | · | -8 | · | -5 | -6 | ·
NPYLR7 agonist | -12 | 21 | 4 | 5 | -1 | 3 | 1 | -6 | 16 | 18
hcGAS lum | -4 | -11 | -5 | -2 | -10 | -5 | -7 | -1 | -2 | -10

# Only NPYLR7 agonist and hcGAS lum, for five of the compounds above:
nr	SMILES	NPYLR7 agonist	hcGAS lum
14	O=C(c1ccccn1)C1CCCN(Cc2nc(COc3ccccc3)no2)C1 (stereo not given)	5	-2
15	CCc1cc(N2CCCC(Cn3cncn3)C2)nc(-c2ccncc2)n1 (stereo not given)	-1	-10
16	c1cc2c(cc1-c1nnc(SCc3nnc(-c4cc5c(s4)CCCC5)o3)o1)OCO2	3	-5
17	c1ccc(-c2csc(CCn3ccnc3-c3ccncc3)n2)cc1	1	-7
18	COc1ccccc1/C=N\Nc1nc(N2CCCC2)nc(N2CCCC2)n1	-6	-1

# Part of the list above, set out differently.
[12] CC(C)N(Cc1nccn1Cc1cccc(F)c1)C(=O)c1ccco1
  mcGAS lum: -7; NPYLR7 agonist: 21; hcGAS lum: -11

[13] CN(Cc1nccn1C)C(=O)c1cc(CN2CCOCC2)on1
  mcGAS lum: -14; NPYLR7 agonist: 4; hcGAS lum: -5

# (next part)
21	CC(C)c1cccc(N2CC(C(=O)Nc3ccccc3C(=O)NC3CC3)CC2=O)c1 (stereo not given)
22	CCCCNC(=O)C1(C)CCN1Cc1cccc(OC)c1F (stereo not given)
23	CC(C)NC(=O)C1(C)CCCCCN1Cc1ccc(-c2ccccc2)cc1 (stereo not given)
24	C#Cc1ccc(NC(=O)C2(C)CCN2C(=O)Cc2ccc(C(C)C)cc2)cc1 (stereo not given)
25	O=C(O)CN1CCN(C23CC4CC(CC(C4)C2)C3)CC1
26	Cc1n[nH]c(C)c1CCN(C)C(=O)C1CCC(=O)N(CCc2ccccn2)C1 (stereo not given)
27	CCNC(=O)N(CCOC)Cc1ccc(OS(=O)(=O)c2ccc(F)cc2)cc1
28	CC(C)N(C(=O)Cn1cnnc1S(C)=O)c1ccccc1 (stereo not given)
29	Cc1ccc(S(=O)(=O)n2nc(C)c(S(=O)(=O)N(C)c3ccccc3)c2C)cc1
30	CCN(C(=O)C(C)N1CCN(CC2CC2)CC1)c1cccc2ccccc12 (stereo not given)
assay / entry | 21 | 22 | 23 | 24 | 25 | 26 | 27 | 28 | 29 | 30
mcGAS lum | · | · | · | -4 | · | · | -5 | -6 | · | -12
NPYLR7 agonist | 10 | 6 | 1 | -3 | 2 | 7&4 | 21 | 15 | 7 | 11
hcGAS lum | 2 | -11 | -17 | -8 | -2 | -11&-1 | -4 | -5 | -8 | -7

31	CC(C)N(C(=O)CN(CCO)Cc1ccccc1)c1ccccc1
32	Cc1ccccc1CSCc1nc2c([nH]1)CCCNC2=O
33	CC(C)(C)OCC(O)CN1CCC(=O)N(Cc2ccccc2)Cc2ccccc21 (stereo not given)
34	O=C(Cn1[nH]c(=O)c2ccccc2c1=O)N1CCN(C(=O)c2ccc(F)cc2)CC1
35	Cc1noc(C)c1S(=O)(=O)Nc1ccc2c(c1)OCCO2
36	CSc1ncc(CN2CCC(CNC(=O)c3ccc[nH]3)C2)cn1 (stereo not given)
37	CN(Cc1ccc(-n2cccn2)cc1)C(=O)c1cn(Cc2cccc(Cl)c2)nn1
38	Cc1ccc2nc(N3CCOCC3)c(C=C3SC(=S)N(CCc4ccccc4)C3=O)c(=O)n2c1
39	CC1Oc2ccccc2N(CC(=O)Nc2ccnn2Cc2cccc(Cl)c2)C1=O (stereo not given)
40	COc1cc(OC)c(/C=C2/C(=O)Nc3ccccc32)c(OC)c1
assay / entry | 31 | 32 | 33 | 34 | 35 | 36 | 37 | 38 | 39 | 40
mcGAS lum | · | -14 | -1 | · | · | -4 | -6 | -7 | · | 1
NPYLR7 agonist | 2 | 7 | -3 | 7 | 15 | -8 | 5 | 0 | 4 | 5
hcGAS lum | -11 | -3 | 6 | -5 | -5 | -4 | 0 | -2 | -8 | 11

41	O=C(c1ccccc1)c1ccc(NC(=O)c2c(O)c3ccccc3[nH]c2=O)cc1
42	CCc1cccc2c(C(CC(=O)N(CCN(C)C)Cc3ccccc3)c3ccc(C)cc3)c[nH]c12 (stereo not given)
43	CCCCCc1ccc(C(=O)N2CCN(c3nc(-c4cccc(C)c4)nc(C)c3Cc3ccccc3)CC2)cc1
44	COCCCN(CC(=O)N1CCc2sccc2C1c1ccccc1)S(=O)(=O)c1c(C)cc(C)cc1C (stereo not given)
45	CC(=O)Nc1nc(C)c(C(C)C)s1
46	Fc1ccc(CNc2ncnc3[nH]ncc23)cc1
47	CCOC(=O)CCCSc1nnc(-c2cccc(C)c2)n1-c1ccccc1
48	O=C1c2cccc3cccc(c23)C(=O)N1CCO
49	CCOC(=O)c1c(N)/c(=C\c2cccnc2)c2n1C(=O)C(c1cccnc1)SC=2C(=O)OC (stereo not given)
50	CN(C)c1ccc(CNC(=O)c2ccc(C(F)(F)F)nc2)cc1
assay / entry | 41 | 42 | 43 | 44 | 45 | 46 | 47 | 48 | 49 | 50
mcGAS lum | -7 | -5 | -8 | -5 | · | · | -4 | · | -5 | ·
NPYLR7 agonist | 6 | 1 | · | -2 | -12 | 12 | 16 | 3 | 2 | 1
hcGAS lum | -1 | -2 | -8 | -5 | -4 | -1 | -5 | 0 | 0 | -16

51	Brc1ccc(Nc2nc3ccccc3n3cnnc23)cc1
52	NCCNC(=O)c1ncsc1-c1cccc(F)c1
53	COc1ccc(-c2c(C)nn(-c3ccccc3)c2C)c(C(=O)N(C)CCNC(=O)C(F)(F)F)c1
54	CCc1nc2ccc(C(=O)N3CCCC(C(N)=O)C3)cn2c1N(C)Cc1ccc(Cl)cc1 (stereo not given)
55	COc1ccc(-c2coc3cc(O)ccc3c2=O)c(OC)c1
56	CCC12CC3CC(O)(C1)CC(C(=O)NCCc1cc(=O)[nH]c(C)n1)(C3)C2 (stereo not given)
57	Cc1nn(C2CCS(=O)(=O)C2)c2nc(-c3ccc(F)cc3)cc(C(=O)N3CCN(C)CC3)c12 (stereo not given)
58	COc1ccc2c(=O)ccoc2c1
59	CCOc1ccc(C2CC(c3ccco3)=NN2C(=O)c2ccco2)cc1 (stereo not given)
60	O=C(COc1ccccc1)NC1CCN(c2ccccc2C(=O)N2CCc3ccccc3C2)CC1
assay / entry | 51 | 52 | 53 | 54 | 55 | 56 | 57 | 58 | 59 | 60
mcGAS lum | -4 | -3 | -3 | -1 | -3 | -12 | -8 | -2 | -2 | -6
NPYLR7 agonist | 3 | 0 | 0 | -2 | · | -4 | -1 | -9 | 10 | 23
hcGAS lum | -5 | 7 | -6 | -5 | -3 | -2 | -5 | -2 | -5 | -7

61	Cc1ccccc1NC(=O)c1csc(COC(=O)c2ccccc2)n1
62	CC(C)Cn1c(=S)[nH]c2sc3c(c2c1=O)CCC3
63	CCc1ccc(S(=O)(=O)c2cnc(SCC(=O)Nc3ccc(OC)cc3OC)[nH]c2=O)cc1
64	CCn1c(N2CCN(Cc3c(Cl)cccc3Cl)CC2)nc2c1c(=O)[nH]c(=O)n2C
65	CCS(=O)(=O)Oc1ccc(CN(C(=O)c2cccc([N+](=O)[O-])c2)C(C)C)cc1
66	O=C1c2ccccc2C(=O)c2oc(-c3cc([N+](=O)[O-])cc([N+](=O)[O-])c3)nc21
67	O=C(CC1=CCCCC1)NC1CC(=O)N(Cc2ccc(F)cc2)C1 (stereo not given)
68	COC(=O)CCCC(=O)N1CCN(c2nc3nccc(C(C)(C)C)n3n2)CC1
69	CCn1ccnc1CS(=O)(=O)c1nccs1
70	NCC1CCN(C(=O)c2cccc(-c3cc4ccccc4oc3=O)c2)C1 (stereo not given)
assay / entry | 61 | 62 | 63 | 64 | 65 | 66 | 67 | 68 | 69 | 70
mcGAS lum | 1 | · | -6 | -3 | -3 | · | · | -9 | · | ·
NPYLR7 agonist | -10 | 1 | 9 | 3 | -2 | 3 | 6 | 2 | 2 | 4
hcGAS lum | 2 | -4 | -6 | 2 | -3 | -3 | -2 | -8 | 0 | -6
